# PLAP inhibitors HTS = inhibition of human placental alkaline phosphatase – biochemical, luminescence, HTS (AID 690); purified PLAP, luminescent substrate; higher % means a stronger effect; one-dose inhibition, % at 20 µM; IC50 in µM for titrated hits; actives 0.08% (n = 96,000); in the data active = a potency from the dose series; inactive = the rest, 99 in 100 with inhibition below about 30%; also: strong numbers were not always called active
# IL1B NFkB pot = enhances IL-1B driven NFkB nuclear translocation. HUVEC IL-1B NFkB p65 nuclear translocation imaging. activation, % at 2 µM. actives 0.3% (n = 94,000). AID 819;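 active = activation above 40%, about the mean plus 3 SD, also judged a hit on visual image review; inconclusive = activation above 40% but not a hit on visual review; inactive = activation not above 40% and no visual hit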;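 also: percent activation is computed from the nuclear over cytoplasmic p65 intensity ratio; values of inactives mirror those of a sister screen read the other way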
# Bcl-B displacement = displacers of TR3 peptide from Bcl-B, primary screen, selectivity assay for Bfl-1 inhibitor project, biochemical, fluorescence polarization; FP displacement of FITC-TR3 peptide from Bcl-B; higher % means a stronger effect; displacement, % at 20 µM; hits with a dose series show IC50 in µM; actives 0.11% (n = 96,000);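 active = displacement above 50% at 20 µM plus a fluorescence interference ratio under 1.5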;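 also: plate controls were wells without compound for no effect and wells lacking Bcl-B protein for full effect; a part of the inactive calls stands beside numbers as strong as those of hits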
# MRP resist rev = MRP-mediated drug resistance reversal. H69AR cells + 2 uM doxorubicin, CellTiter-Glo, 72 h. differential viability (reversal), % at 10 µM. actives 0.04% (n = 85,000). AID 602;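 active = viability drop by adding the cancer drug above about 55%, with treated viability meeting a 40% cutoff, limit read from the data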;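 also: viability without doxorubicin minus viability with 2 µM doxorubicin for each compound; larger differential means the compound sensitizes cells more to doxorubicin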
# IL1B NFkB inh = blocks IL-1B driven NFkB nuclear translocation in HUVEC cells. actives 0.43% (n = 94,000). inhibition, % at 2 µM. HUVEC IL-1B NFkB p65 nuclear translocation imaging. AID 796;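 active = inhibition above about 30% together with a positive call from visual inspection of the well image, limit read from the data; inconclusive = inhibition above a set limit but visual check negative; inactive = inhibition not above a set limit, visual check negative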;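 also: nuclear over cytoplasmic p65 intensity ratio measured by imaging; 0% = IL-1B stimulated DMSO wells and 100% = unstimulated DMSO wells; values of inactives mirror those of a sister screen read the other way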
# MRP resist rev cytotoxicity = also measured in MRP resist rev; calls as there; viability, %; H69AR cells, CellTiter-Glo, 72 h; measured here: cytotoxicity without doxorubicin
# MRP resist rev with doxorubicin = further read-out of MRP resist rev, marked with its call; viability, %; measured here: viability with 2 uM doxorubicin; hits give low values
# IL1B NFkB inh cell count 2 µM = also measured in IL1B NFkB inh; calls as there; cell count; measured here: cells passing quality filter;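 raw number of nuclei counted in each imaged well without normalization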
# IL1B NFkB pot cell count 2 µM = recorded beside IL1B NFkB pot, whose call it bears; cell count; measured here: cells passing quality filter
# * = called active by the depositor; ? = inconclusive; · = no result given.
SMILES,PLAP inhibitors HTS,IL1B NFkB pot,IL1B NFkB pot cell count 2 µM,Bcl-B displacement,MRP resist rev,MRP resist rev cytotoxicity,MRP resist rev with doxorubicin,IL1B NFkB inh,IL1B NFkB inh cell count 2 µM
CCCCC(=O)NC(=S)Nc1cccc(NC(=O)CC)c1,17%,10,139,-4%,·,·,·,-10,139
O=C(Nc1ccccc1C(=O)N1CCOCC1)C1COc2ccccc2O1 (stereo not drawn),-9%,19,150,-10%,-4,88,93,-19,150
COC(=O)C(C(=O)OC)C(C(=O)OC)C(C(=O)OC)C(=O)OC,·,5,165,·,-5,101,106,-5,165
Cc1cc(NC(=O)CCC(=O)N(Cc2ccco2)C(C(=O)NC2CCCCC2)c2ccccc2)no1 (stereo not drawn),·,16,136,·,10,92,81,-16,136
O=C(CCC(=O)OCC(=O)c1ccc(-c2ccccc2)cc1)Nc1cccc(Cl)c1,-6%,6,93,-11%,·,·,·,-6,93
CCOc1ccc(S(=O)(=O)N2CCN(c3ccccc3)CC2)c2cccnc12,-63%,-5,72,-3%,-22,54,76,6,72
O=C(CSCc1c(Cl)cccc1Cl)Nc1ccc2c(c1)OCO2,22%,-2,148,13%,9,96,87,2,148
CCOc1ccc(NC(=O)COC(=O)Cn2cnnn2)cc1OCC,6%,5,145,-3%,6,108,102,-5,145
CC1(C)NC(=O)N(CC(O)COc2ccccc2C(=O)N2CCCCC2)C1=O (stereo not drawn),-37%,6,89,-1%,-10,92,102,-6,89
CCOC(=O)c1cccc(NC(=O)C2CCN(S(=O)(=O)c3cnc[nH]3)CC2)c1,-86%,-8,160,8%,-8,85,93,8,160
CCOC(=O)N1CCC(NC(=O)CC(NS(=O)(=O)c2ccc(C)cc2)c2ccco2)CC1 (stereo not drawn),-29%,·,·,2%,3,74,71,·,·
CC(=O)Oc1ccc(-c2csc(Nc3cccnc3)n2)cc1,5%,-3,98,-10%,19,99,80,3,98

# Some entries already given, limited to MRP resist rev with doxorubicin, Bcl-B displacement and IL1B NFkB pot:
canonical_smiles | MRP resist rev with doxorubicin | Bcl-B displacement | IL1B NFkB pot
Cc1cc(NC(=O)CCC(=O)N(Cc2ccco2)C(C(=O)NC2CCCCC2)c2ccccc2)no1 (stereo not drawn) | 81 | · | 16
CCOC(=O)c1cccc(NC(=O)C2CCN(S(=O)(=O)c3cnc[nH]3)CC2)c1 | 93 | 8% | -8

# (cont.)
SMILES,PLAP inhibitors HTS,IL1B NFkB pot,IL1B NFkB pot cell count 2 µM,Bcl-B displacement,MRP resist rev,MRP resist rev cytotoxicity,MRP resist rev with doxorubicin,IL1B NFkB inh,IL1B NFkB inh cell count 2 µM
CC(=O)N1CCC(=NNS(=O)(=O)c2cccc([N+](=O)[O-])c2)CC1,1%,0,177,-8%,·,·,·,0,177
CCn1cc(Br)c(C(=O)Nc2ccc(Cl)c(Cl)c2)n1,·,30,144,·,4,78,75,-30,144
C=CCN(c1ccc(C(=O)NCCc2ccccc2)cc1)S(C)(=O)=O,-30%,4,186,-15%,1,86,85,-4,186
O=C(NCc1ccccc1)/C(=N\O)c1ccccc1,-4%,-1,74,-7%,1,94,93,1,74
O=C(N/N=C/c1cccc(F)c1)c1cc(-c2ccco2)nc2ccccc12,-10%,1,148,40%,·,·,·,-1,148
CCn1c(C)cc2c(c1=O)C(c1ccncc1)C(C#N)=C(N)O2 (stereo not drawn),8%,·,·,-5%,4,87,83,·,·
CC(=O)NC1=C(C#N)C(c2ccccc2)c2c(ccc3ccccc23)O1 (stereo not drawn),-70%,10,181,-16%,·,·,·,-10,181
COC(=O)c1ccc(NC(=O)C2CCCN2S(=O)(=O)c2ccc(C)cc2)cc1 (stereo not drawn),12%,·,·,-1%,6,67,61,·,·
COCCNc1nc(C(C)(C)C)nc2c1nnn2Cc1ccccc1Cl,27%,7,151,-2%,-5,78,83,-7,151
O=C1NC(Nc2ccccn2)(C(F)(F)F)C(=O)N1c1ccc(F)cc1 (stereo not drawn),6%,7,122,-11%,11,94,83,-7,122
Cn1c(N)c(C(=O)COC(=O)CCc2c[nH]c3ccccc23)c(=O)n(C)c1=O,10%,55*,175*,9%,·,·,·,-55,175
CC(C)CC(=O)NC1(C(F)(F)F)C(=O)Nc2c1c(=O)[nH]c(=O)n2Cc1ccco1 (stereo not drawn),-19%,10,120,-1%,-19,91,110,-10,120

# Some of these compounds in order of molar mass, largest number first:
SMILES,PLAP inhibitors HTS,IL1B NFkB pot,IL1B NFkB pot cell count 2 µM,Bcl-B displacement,MRP resist rev,MRP resist rev cytotoxicity,MRP resist rev with doxorubicin,IL1B NFkB inh,IL1B NFkB inh cell count 2 µM
COCCNc1nc(C(C)(C)C)nc2c1nnn2Cc1ccccc1Cl,27%,7,151,-2%,-5,78,83,-7,151
CCn1cc(Br)c(C(=O)Nc2ccc(Cl)c(Cl)c2)n1,·,30,144,·,4,78,75,-30,144
C=CCN(c1ccc(C(=O)NCCc2ccccc2)cc1)S(C)(=O)=O,-30%,4,186,-15%,1,86,85,-4,186
O=C1NC(Nc2ccccn2)(C(F)(F)F)C(=O)N1c1ccc(F)cc1 (stereo not drawn),6%,7,122,-11%,11,94,83,-7,122
CC(=O)NC1=C(C#N)C(c2ccccc2)c2c(ccc3ccccc23)O1 (stereo not drawn),-70%,10,181,-16%,·,·,·,-10,181

# (more compounds)
SMILES,PLAP inhibitors HTS,IL1B NFkB pot,IL1B NFkB pot cell count 2 µM,Bcl-B displacement,MRP resist rev,MRP resist rev cytotoxicity,MRP resist rev with doxorubicin,IL1B NFkB inh,IL1B NFkB inh cell count 2 µM
COc1cccc(Oc2ccc(N)cn2)c1,-10%,-18,143,11%,-8,94,102,18,143
CNC(=O)N(C1=NCC(C)(C)S1)c1ccc(F)c(Cl)c1,9%,12,197,-1%,-18,15,33,-12,197
COC(=O)Cc1csc(Nc2c(C)n(C)n(-c3ccccc3)c2=O)n1,9%,-4,88,0%,-17,93,110,4,88
CCCN1C(=O)/C(=C/C=C2\N(CC)c3ccccc3C2(C)C)SC1=S,23%,5,208,-335%,·,·,·,-5,208
FC(F)(F)c1cccnc1N1CCN(c2ncnc3nc[nH]c23)CC1,-52%,·,·,-2%,16,85,69,·,·
CC(=O)Nc1ccccc1OC(=O)N1CCOCC1,-12%,-14,111,1%,10,95,85,14,111
O=C1Cc2ccccc2Sc2ccc(Cl)cc21,3%,-1,129,-2%,·,·,·,2,129
O=C(c1cccc(C(=O)N2CCN(c3ncccn3)CC2)c1)N1CCN(c2ncccn2)CC1,-23%,-10,118,-5%,11,88,78,10,118
Cc1cc(OCC[N+]2(C)CCCCC2)nc2ccccc12,10%,1,79,15%,10,96,86,-6,164
O=C(Nc1ccc(N2CCOCC2)c(Cl)c1)C1CCCCC1,-9%,2,82,-2%,-9,82,91,-2,82
O=C(Nc1nnc(SCc2ccc(Cl)cc2Cl)s1)C1COc2ccccc2O1 (stereo not drawn),-7%,-6,150,5%,·,·,·,6,150
Cc1noc(C)c1COC(=O)COc1cccc2c1OC(C)(C)C2,-22%,36,159,-8%,-8,95,102,-36,159
Cc1cccc(NC(=S)N/N=C/c2cccc([N+](=O)[O-])c2)c1,24%,9,112,4%,·,·,·,-9,112
O=[N+]([O-])c1ccc(Cl)c(/C=N/N2CCN(Cc3ccccc3Cl)CC2)c1,20%,-4,136,2%,·,·,·,4,136
CN=C(Nc1ccccc1OC)SC1CC(=O)N(c2ccc(C(=O)OC)cc2)C1=O (stereo not drawn),-53%,14,132,3%,·,·,·,-14,132
Cc1cnc(NC(=O)CSc2nnc(C)s2)s1,7%,3,89,-1%,-13,81,95,-3,89
O=c1[nH]c(CS(=O)(=O)c2ccccc2)nc2ccccc12,·,18,171,·,·,·,·,-18,171
O=C(Cn1[nH]c(=O)c2ccccc2c1=O)OCC(=O)N(Cc1ccccc1)Cc1ccccc1,-4%,17,178,-10%,9,94,85,-17,178
CCOC(=O)c1ccc(Nc2nnc(C(C)(C)C)c(=O)[nH]2)cc1,3%,2,108,0%,-6,3,9,-2,108
O=C(CSCc1ccco1)c1ccc(Cl)s1,-11%,?,·,-16%,0,83,83,-44,134
O=C(NCc1cccs1)N[C@@H](Cc1ccccc1)C(=O)O,-12%,-8,163,0%,-10,96,106,8,163
CC(=O)Nc1ccccc1OCc1nnc(-c2cccs2)o1,15%,-5,137,2%,17,101,84,5,137
O=C(c1cc(-c2cccs2)on1)N1CCCc2ccccc21,-6%,·,·,0%,5,93,88,·,·
Cc1ccc(S(=O)(=O)NC(Cc2c[nH]c3ccccc23)C(=O)O)cc1 (stereo not drawn),·,-4,140,·,·,·,·,4,140
O=C(NC(NCc1ccccc1)C(Cl)(Cl)Cl)c1cccnc1 (stereo not drawn),13%,3,145,4%,·,·,·,-3,145
O=C(O)CCn1c(=S)oc2ccccc21,·,2,101,·,-10,95,105,-2,101
CC(=O)NC(=S)Nc1ccc(-c2nc3ccc(C)cc3s2)cc1,9%,6,127,-63%,·,·,·,-6,127
COc1cccc(CN2CCN(c3cccc(C(F)(F)F)c3)CC2)c1OC,·,-43,95,·,·,·,·,?,·
Cc1ccc(-c2nc3ccccc3c(=O)n2CCCN2CCOCC2)cc1,-20%,26,51,1%,-12,75,87,-26,51
CCC(C)c1ccc(-c2cc(C(=O)OCC(=O)Nc3cc(C)on3)c3ccccc3n2)cc1 (stereo not drawn),71%,24,58,-60%,-1,9,10,-24,58
CC(Sc1ccc(Br)cc1)C(N)=O (stereo not drawn),16%,4,116,-2%,-35,84,119,-4,116
Fc1cccc(CN2CCN(c3ncccn3)CC2)c1,2%,·,·,-4%,6,99,93,·,·
Cc1nc2ccccc2cc1OCc1ccccc1,11%,-8,145,5%,·,·,·,8,145
COC(=O)c1sccc1NC(=O)Nc1cccc(Cl)c1Cl,1%,3,126,6%,·,·,·,-3,126
Cc1ccc2nc(SCC(=O)N3c4ccccc4CC3C)c(C)cc2c1 (stereo not drawn),6%,9,128,13%,·,·,·,-10,128
CC(C)N(Cc1nc(-c2ccccc2)no1)C(=O)C(C)(C)C,-3%,3,100,-8%,-18,89,107,-3,100
CCCN1C(=O)C(NC(C)=O)c2ccccc21 (stereo not drawn),-6%,8,168,2%,0,93,92,-8,168
Cc1ccc(-c2c(C#N)c(N)nc3c2CCCC3)s1,14%,12,178,-7%,·,·,·,-12,178
CCCOc1ccc2c3c(c(=O)oc2c1)CCCC3,-10%,-16,171,0%,·,·,·,16,171
Cc1cc2ccccc2nc1SCC(=O)N1c2ccccc2CC1C (stereo not drawn),11%,11,156,15%,8,96,88,-11,156
Nc1nc2ccccc2nc1N1CCCC1,23%,0,183,-4%,10,99,89,0,183
CCCNc1nc2c(c(=O)n(C)c(=O)n2C)n1Cc1cccc(C)c1,-11%,29,142,2%,-8,85,93,-29,142
CC(CC(=O)Nc1ccncc1)c1ccccc1 (stereo not drawn),9%,-1,192,-8%,12,106,94,1,192
COc1ccc(CCNC(=O)CCN2C(=O)C3CC=CCC3C2=O)cc1OC (stereo not drawn),·,-2,165,·,21,96,75,2,165
CCCCn1c(SCC2CCCO2)nc2cc(S(N)(=O)=O)ccc21 (stereo not drawn),-38%,-22,103,3%,-19,59,77,22,103
O=C(CC1OC(=O)c2ccccc21)Nc1ccccc1N1CCOCC1 (stereo not drawn),-50%,-5,200,18%,9,84,75,5,200
CC1CCCC(C)N1S(=O)(=O)c1ccc(S(=O)(=O)NCCc2ccncc2)cc1 (stereo not drawn),·,-6,120,·,21,92,70,6,120
Oc1ccc(N=Nc2c(O)ccc3ccccc23)cc1,39%,11,129,6%,·,·,·,-12,129
CC1CC(C)CN(C(=O)Cn2c(=O)n(CCCCC(=O)NC3CCCC3)c(=O)c3ccccc32)C1 (stereo not drawn),-17%,-4,181,-6%,5,78,73,4,181
COc1ccc(-c2cc(-c3ccccc3)nc(-c3ccc4c(c3)NC(=O)CO4)c2)cc1,-39%,10,151,-8%,·,·,·,-10,151
O=C(Nc1cccc2ccccc12)N1CC=C(c2ccccc2)CC1,-7%,3,67,-1%,11,71,60,-10,155
COc1ccc(NC(=O)C23CCC(C)(C(=O)C2)C3(C)C)cc1 (stereo not drawn),16%,13,176,-14%,0,98,98,-13,176
CC(=O)N1CCc2cc(S(=O)(=O)NCCC(=O)NC3CCCc4ccccc43)ccc21 (stereo not drawn),14%,18,154,-3%,2,80,78,-18,154

# Screening results as filed in PubChem BioAssay.

# Not all compounds are listed; count on the stated rates, not on these rows.
